Source: PubChem BioAssay
DDE Tn6 FP inh: disrupts Tn6 cyclic peptide binding to fibrin D-Dimer-E complex. P02675. 370,000 tested, 0.21% active. Fibrin DD(E) TRITC-Tn6 fluorescence polarization displacement. inhibition, % at 8.3 µM. AID 720509;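 active means inhibition above a per-campaign cutoff: mean of compounds within control limits plus 3 SD, cut at about 15% in these data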;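 further: 0% = median of all compound wells on the plate and 100% = blocking peptide control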
Tn7 DDE FP: DD(E)-Tn7 binding inhibition, primary FP screen; inhibition, % at 8.3 µM; AID 720508; 370,000 tested, 0.13% active; P02675; FP displacement of FITC-Tn7 peptide from fibrin DD(E); 0% = median of compound wells per plate;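 active means inhibition above the mean of compounds falling within the control limits plus 3 SD of them, cut at about 14% in these data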;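 further: 0% = plate median of compound wells and 100% = 10 µM Aha-Tn7 peptide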
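assay system = human clot-derived fibrin DD(E) complex | quantity = Fibrin-DD(E) at 2 µM final | timing = 10 min preincubation, 3 h with tracer, room temperature | signal = fluorescence polarization | measure = percent inhibition | benchmarks = high control wells with 10 µM unlabelled Aha-Tn7 peptide (full inhibition) | replicates = singlicate testing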
ADAM10 inh: ADAM10 inhibition, QFRET primary screen; O14672; recombinant ADAM10, EDANS/DABCYL FRET peptide cleavage, 3 h; inhibition, % at 7 µM; 370,000 tested, 0.62% active;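 active means inhibition above a per-campaign cutoff equal to the mean of compounds falling between control-based bounds plus 3 SD, cut at about 20% in these data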;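 further: 0% = DMSO wells while the 100% control is not disclosed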
ADAM17 inh: inhibitors of human ADAM17 | inhibition, % at 6.95 µM | P78536 | 370,000 tested, 0.83% active | recombinant ADAM17, EDANS/DABCYL FRET peptide cleavage;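 active means inhibition above the mean of compounds lying between control limits plus 3 SD, set per campaign, cut at about 8.5% in these data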;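 further: 0% = DMSO-only wells as the low control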
SIAE inh: blocks human sialic acid acetylesterase. inhibition, % at 9.66 µM. SIAE FP-Rh probe binding, fluorescence polarization. AID 1053197. 370,000 tested, 0.69% active. Q9HAT2;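 active means inhibition above a cutoff: mean of compounds within the control limits plus 3 SD of those, cut at about 17% in these data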;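 further: 0% = plate median of compound wells and 100% = probe without SIAE protein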
Target sequence (Q9HAT2 whole entry, looked up): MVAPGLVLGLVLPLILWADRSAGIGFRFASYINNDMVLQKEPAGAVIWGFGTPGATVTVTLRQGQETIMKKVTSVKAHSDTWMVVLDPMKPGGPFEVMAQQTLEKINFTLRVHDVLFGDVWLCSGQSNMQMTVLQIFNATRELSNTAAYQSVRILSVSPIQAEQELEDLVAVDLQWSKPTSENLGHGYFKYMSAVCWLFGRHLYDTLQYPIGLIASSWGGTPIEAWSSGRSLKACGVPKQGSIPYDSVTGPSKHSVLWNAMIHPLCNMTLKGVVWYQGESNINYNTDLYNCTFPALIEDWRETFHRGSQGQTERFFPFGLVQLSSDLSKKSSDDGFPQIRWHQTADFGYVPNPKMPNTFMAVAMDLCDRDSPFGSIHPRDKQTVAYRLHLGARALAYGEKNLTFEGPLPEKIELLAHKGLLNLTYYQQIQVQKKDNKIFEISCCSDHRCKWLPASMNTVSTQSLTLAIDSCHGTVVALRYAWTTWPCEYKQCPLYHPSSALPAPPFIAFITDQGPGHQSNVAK
TDP2 absorb: blocks human TDP2 phosphodiesterase activity | O95551 | recombinant TDP2, T5PNP hydrolysis, p-nitrophenol absorbance 415 nm | inhibition, % at 12.8 µM | 370,000 tested, 0.34% active;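 active means inhibition above the mean of all tested compounds plus 3 SD, set per campaign, cut at about 25% in these data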;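 further: 0% = DMSO with enzyme and 100% = buffer with substrate but no TDP2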
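test system = human TDP2 enzyme | input = TDP2 enzyme at 120 nM final | medium = 50 mM Tris-HCl pH 7.5 with Mg2+, KCl, DTT, BSA | also added = T5PNP substrate, 5 mM | times = 2 h at 37 °C | technique = epi absorbance | benchmarks = high control without enzyme, low control DMSO plus TDP2 | replication = each compound tested once, singlicate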
ARFGAP1 inhibitor: inhibitors of rat ARFGAP1; Q62848; Arfgap1-stimulated ARF1 GTP hydrolysis, GDP FP detection; inhibition, % at 16.5 µM; 360,000 tested, 0.26% active;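 active means inhibition above a per-plate limit, mean inhibition of low control wells plus 3 SD, cut at about 25% in these data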;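 further: 0% = DMSO wells with enzyme and 100% = wells lacking Arfgap1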
Target sequence (Q62848 1-136 limits assumed): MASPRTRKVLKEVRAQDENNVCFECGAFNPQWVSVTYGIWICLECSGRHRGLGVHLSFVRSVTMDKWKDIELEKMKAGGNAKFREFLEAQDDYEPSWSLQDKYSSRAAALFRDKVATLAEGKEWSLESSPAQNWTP
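Material: rat Arfgap1 GAP domain (His6, aa 1-136), purified enzyme. Also added: human ARF1(Δ1-17)-GTP substrate. Compound dosing: 16.5 µM single point, 1.26% DMSO. Timing: enzyme reaction 120 min at 25 °C after 20 min preincubation. Signal: GDP detection by fluorescence polarization. Read-out basis: percent inhibition of GAP-stimulated GDP formation, scaled between DMSO and no-Arfgap1 medians.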
PLC-gamma1 inh: PLC-gamma1 (human) inhibition, primary screen; P19174; purified PLC-gamma1, fluorogenic substrate, fluorescence; inhibition, % at 12.2 µM; 370,000 tested, 0.84% active; in the data active means inhibition above about 9.5%
PLC-beta3 inh: inhibitors of human phospholipase C beta3; Q01970; Purified PLC-beta3, fluorogenic substrate, fluorescence; inhibition, % at 12.2 µM; 370,000 tested, 0.18% active; in the data active means inhibition above about 11%;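 further: 0% = median of compound wells on plate and 100% = full blocker control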
ASAP1 GAP inh: ASAP1 ArfGAP inhibition; Q9ULH1; AID 624377; 360,000 tested, 0.19% active; inhibition, % at 16.5 µM; ASAP1-stimulated ARF1 GTP hydrolysis, GDP FP detection; in the data active means inhibition above about 25%;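 further: 0% = vehicle with enzyme and substrate and 100% = no enzyme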
* hit, by the source's call.

nr	DDE Tn6 FP inh	Tn7 DDE FP	ADAM10 inh	ADAM17 inh	SIAE inh	TDP2 absorb	ARFGAP1 inhibitor	PLC-gamma1 inh	PLC-beta3 inh	ASAP1 GAP inh	Structure
1	2.3	4.5	-0.8	-6.4	-7.1	-0.8	4.5	-1.4	-3.3	8.2	CCOc1ccc(C(=O)NCCN2CCOCC2)cc1
2	-1.1	6.1	-16.9	-10.5	-7.0	1.2	6.8	-1.4	-12.0	4.0	CCn1cc(C(=O)NN)c(=O)c2cc(F)c(N3CCN(C)CC3)cc21
3	0.7	-1.3	-1.6	4.1	4.4	1.7	-0.4	3.6	-3.7	-7.6	Cc1cc(=O)[nH]c(N/N=C/c2ccc(C)o2)n1
4	-9.4	-4.7	0.6	-0.3	3.7	4.7	-1.9	-4.7	-12.2	-2.3	Cc1nn(-c2ccc(N3CCOCC3)nn2)c(C)c1CCC(=O)N1CCN(C)CC1
5	1.3	6.0	-1.2	-4.7	-2.2	-3.0	-2.7	0.7	2.0	5.9	CCC(C)CCN1C(N(C)C)=NC[C@@H]1Cc1ccccc1 (some centres not stated)
6	-0.4	9.7	-7.6	-2.3	-2.6	4.4	9.5	0.3	6.5	7.8	CCOc1ccc(NC(=O)c2ccc(NC(=S)NC3CC3)cc2)cc1
7	4.0	1.5	7.8	-0.6	-5.3	-10.5	2.7	3.0	2.2	4.0	CN1CCN(c2ccc([N+](=O)[O-])cc2NC(=O)c2ccccc2)CC1
8	-6.4	-4.2	-2.3	-1.5	4.7	8.7	13.3	-1.2	-8.1	-5.1	COc1ccccc1OCC(=O)N1CCN(C(=O)COc2ccccc2OC)CC1
9	1.7	-0.9	-12.4	-4.1	-3.5	8.5	0.3	4.8	-3.2	4.1	O=C(CCc1ccc(S(=O)(=O)N2CCOCC2)cc1)OCC(=O)c1ccccc1
10	7.9	8.6	4.9	1.8	-1.6	2.2	-10.7	3.8	0.3	-11.7	Cc1ccc(CSCC(=O)Nc2cc(S(=O)(=O)N3CCOCC3)ccc2OC(C)C)cc1
11	4.6	-7.6	0.4	-3.6	0.1	5.3	5.4	0.8	-10.1	-4.2	COc1ccccc1-c1ccc(SCC(=O)NC2CCCCC2)nn1
12	-5.1	0.9	11.5	-2.6	4.8	-3.4	16.2	8.9	4.5	5.4	CCOC(=O)C1CCCN(C(=O)c2c(-c3ccccc3Cl)noc2C)C1 (configuration not stated)
13	-0.7	-7.3	-3.5	-2.6	2.3	1.4	0.7	3.5	4.4	-2.2	O=C(CN1C(=O)c2ccccc2C1=O)OCC(=O)N1CCCCC1
14	-0.5	-5.4	-16.4	-6.6	11.2	4.6	-9.6	-15.3	-23.9	22.0	Cc1cc(C)c2c(n1)sc1c(N3CCCCC3)ncnc12
15	3.2	-2.9	1.1	-2.9	0.6	5.5	-5.8	0.2	1.3	13.5	CCOc1ccc2nc(NS(=O)(=O)c3ccc(NC(C)=O)cc3)sc2c1
16	7.0	3.3	-5.8	-3.6	-4.8	-10.1	8.4	0.6	-7.2	-16.9	Nc1nonc1-n1nnc(C(=O)N/N=C/c2ccc(Br)cc2)c1CN1CCOCC1
17	-1.9	-3.0	5.3	3.6	-0.6	-20.5	-7.2	4.3	-0.3	-2.7	O=C(NC1CCCCC1)c1cc(S(=O)(=O)N2CCCC2)ccc1Cl
18	0.1	-4.8	-2.4	-2.8	1.7	-4.8	5.2	-6.4	-13.8	-1.3	CCn1cnc2c(Nc3cccc(Cl)c3)nc(C#N)nc21
19	2.4	-3.2	-0.9	-1.0	3.6	14.8	13.0	-2.0	-7.9	3.5	Nn1c(SCC(=O)NCC2CCCO2)nnc1-c1ccc(OC(F)F)cc1 (configuration not stated)
20	-2.1	-5.3	-74.9	-16.4	-0.4	-4.4	-1.6	-19.6	-28.7	3.3	COc1cc2ccccc2cc1C(=O)OCc1nc2ccsc2c(=O)[nH]1
21	5.2	-3.4	-1.6	-3.4	6.6	12.4	-1.4	-0.4	-4.6	-8.2	Cc1ccc(NC(=S)N2CCN(S(C)(=O)=O)CC2)cc1C
22	-1.6	-2.5	1.2	-0.8	0.9	0.3	-0.2	1.8	-1.1	2.3	COC(=O)c1cn(NC(=O)c2cccc(F)c2)c(=O)c2ccccc12

An excerpt from above in order of count of non-hydrogen atoms, falling.
nr	DDE Tn6 FP inh	Tn7 DDE FP	ADAM10 inh	ADAM17 inh	SIAE inh	TDP2 absorb	ARFGAP1 inhibitor	PLC-gamma1 inh	PLC-beta3 inh	ASAP1 GAP inh	Structure
8	-6.4	-4.2	-2.3	-1.5	4.7	8.7	13.3	-1.2	-8.1	-5.1	COc1ccccc1OCC(=O)N1CCN(C(=O)COc2ccccc2OC)CC1
9	1.7	-0.9	-12.4	-4.1	-3.5	8.5	0.3	4.8	-3.2	4.1	O=C(CCc1ccc(S(=O)(=O)N2CCOCC2)cc1)OCC(=O)c1ccccc1
19	2.4	-3.2	-0.9	-1.0	3.6	14.8	13.0	-2.0	-7.9	3.5	Nn1c(SCC(=O)NCC2CCCO2)nnc1-c1ccc(OC(F)F)cc1 (configuration not stated)
20	-2.1	-5.3	-74.9	-16.4	-0.4	-4.4	-1.6	-19.6	-28.7	3.3	COc1cc2ccccc2cc1C(=O)OCc1nc2ccsc2c(=O)[nH]1
11	4.6	-7.6	0.4	-3.6	0.1	5.3	5.4	0.8	-10.1	-4.2	COc1ccccc1-c1ccc(SCC(=O)NC2CCCCC2)nn1
13	-0.7	-7.3	-3.5	-2.6	2.3	1.4	0.7	3.5	4.4	-2.2	O=C(CN1C(=O)c2ccccc2C1=O)OCC(=O)N1CCCCC1
18	0.1	-4.8	-2.4	-2.8	1.7	-4.8	5.2	-6.4	-13.8	-1.3	CCn1cnc2c(Nc3cccc(Cl)c3)nc(C#N)nc21
1	2.3	4.5	-0.8	-6.4	-7.1	-0.8	4.5	-1.4	-3.3	8.2	CCOc1ccc(C(=O)NCCN2CCOCC2)cc1
3	0.7	-1.3	-1.6	4.1	4.4	1.7	-0.4	3.6	-3.7	-7.6	Cc1cc(=O)[nH]c(N/N=C/c2ccc(C)o2)n1
